Bioassay records from PubChem BioAssay.
HCV inh: qHTS Assay for Inhibitors of Hepatitis C Virus (HCV) | Potency, µM (titrated, usually from 41.8 µM), without a hit: at the top dose activity change, negative = inhibition, usual class: inhibitors | 340,000 compounds, 3.4% hits | AID 651820, 2012 | Huh7.5.1 HCVcc-Cre infection, luciferase reporter, 44 h; also: potency is read from the fitted curve at half-maximal effect; % is scaled to controls: 0 for no effect and ±100 for the full control effect
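Infectious HCV cell culture screen: compound-treated cells (1,000/well, pre-plated 4 h) are infected with HCVcc-Cre at roughly 0.5 moi and grown 44 h. Infection is quantified by luciferase signal after 15 min substrate incubation at room temperature.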
LmPK inh: qHTS Assay for Inhibitors of Leishmania Mexicana Pyruvate Kinase (LmPK); Q27686; purified LmPK, Kinase-Glo ATP luminescence, 1 h; Potency, µM (series often up to 57.5 µM), for inactives: at the highest dose activity change, negative = inhibition, hits mostly inhibitors; 290,000 compounds, 0.37% hits; also: potency is read from the fitted curve at half-maximal effect; % is scaled to controls: 0 for no effect and ±100 for the full control effect
Target sequence (Q27686 whole entry, looked up): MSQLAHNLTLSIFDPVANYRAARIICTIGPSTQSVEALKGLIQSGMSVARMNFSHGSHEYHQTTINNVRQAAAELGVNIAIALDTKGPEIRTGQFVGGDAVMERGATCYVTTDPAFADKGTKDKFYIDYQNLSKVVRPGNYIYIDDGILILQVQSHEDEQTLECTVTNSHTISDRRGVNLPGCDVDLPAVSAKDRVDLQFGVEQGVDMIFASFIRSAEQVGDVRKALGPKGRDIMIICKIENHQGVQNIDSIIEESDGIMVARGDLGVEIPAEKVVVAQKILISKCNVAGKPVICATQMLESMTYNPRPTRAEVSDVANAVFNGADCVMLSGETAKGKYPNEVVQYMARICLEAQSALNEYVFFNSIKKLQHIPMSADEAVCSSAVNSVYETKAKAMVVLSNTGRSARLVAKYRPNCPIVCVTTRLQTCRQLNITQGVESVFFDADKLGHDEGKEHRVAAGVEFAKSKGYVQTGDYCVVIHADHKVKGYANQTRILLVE
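Pyruvate kinase activity monitored as ATP production (luciferase luminescence). Conditions: 0.1 nM enzyme, 0.5 mM PEP, 0.1 mM ADP, 1 h, RT; normalized against uninhibited and no-enzyme wells.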
Pf growth 48h: Primary qHTS for delayed death inhibitors of the malarial parasite plastid, 48 hour incubation. 310,000 compounds, 5.9% hits. AID 504832, 2011. Potency, µM (top dose mostly 28.7 µM), without a hit: at the highest dose activity change, negative = inhibition, usual class: inhibitors. P. falciparum luciferase growth in erythrocytes, 48 h; also: potency is read from the fitted curve at half-maximal effect; % is scaled to controls: 0 for no effect and ±100 for the full control effect
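Luciferase-expressing P. falciparum in infected erythrocytes (2% hematocrit, 0.1% parasitemia final) in RPMI 1640/0.5% Albumax were exposed to compound for 48 hours at 37 C, 5% CO2; growth read as luminescence.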
Pf growth 96h: Primary qHTS for delayed death inhibitors of the malarial parasite plastid, 96 hour incubation; P. falciparum luciferase reporter growth, 96 h; Potency, µM (top dose mostly 28.7 µM), for inactives: at the top dose activity change, negative = inhibition, actives largely listed as inhibitors; 320,000 compounds, 6.9% hits; AID 504834, 2011; also: potency is read from the fitted curve at half-maximal effect; % is scaled to controls: 0 for no effect and ±100 for the full control effect
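Two-generation exposure (96 h) targets delayed-death phenotype. Reporter parasites carrying integrated firefly luciferase, in red cells at 2% hematocrit and 0.05% parasitemia final, kept at 37 C, 5% CO2; luminescence loss indicates inhibition.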
CHX counter: Cycloheximide Counterscreen for Small Molecule Inhibitors of Shiga Toxin; 300,000 compounds, 12% hits; cell reporter, cycloheximide protein synthesis inhibition counterscreen; max response, %; AID 2314, 2010; in the data active = max response mostly above about 13%, no sharp cut-off; inactive = mostly below about 14%; also: read at 38.3 µM for the half of the compounds with a filed dose; 0% is about no effect
Shiga toxin inh: A qHTS for Small Molecule Inhibitors of Shiga Toxin; Vero cells, Shiga toxin protein synthesis inhibition reporter; inhibition, % at 38.7 µM; 290,000 compounds, 9.2% hits; in the data active = inhibition mostly above about 28%, no sharp cut-off; inactive = mostly below about 43%; also: 0% is about no effect
Tb PYK inh: qHTS of Trypanosoma Brucei Inhibitors; pyruvate kinase (Trypanosoma brucei), Q57TT1; TbPYK enzyme, Kinase-Glo Plus ATP luminescence, 45 min; Potency, µM (highest dose often 76.8 µM), for the others: at the top dose activity, negative = inhibition, hits mostly inhibitors; 410,000 compounds, 0.12% hits; AID 624173, 2012; also: potency is read from the fitted curve at half-maximal effect; % is scaled to controls: 0 for no effect and ±100 for the full control effect; nearly all actives have a fitted effect of over 50% in size
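Luminescence from Kinase-Glo Plus, added after a 45-minute room-temperature reaction, served as the end-point read-out. The enzyme and substrate were preincubated with compound before ADP (130 uM final) initiated turnover. Concentration-effect curves came from normalized qHTS data.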
* marks the source's active call; other numbers are inactive results; ? = inconclusive; · = no result given; & = joins results of further samples; [ ] = remark or other dose. Unless noted, calls follow the shape of the dose curve; as a rule, active = well fitted curve in the direction sought with a large enough effect; inconclusive = small, poorly fitted or top-dose-only effect, or another doubt; inactive = no such curve, though single readings can be large; an effect the other way counts as inactive or inconclusive.

Values in the order – HCV inh, LmPK inh, Pf growth 48h, Pf growth 96h, CHX counter, Shiga toxin inh, Tb PYK inh
C=CCN=C1CCCc2c1[nH]c1ccc(C)cc21
    ?, -1%, 45%[activator], 12%, 30*, 50*, 0%
Cc1onc(-c2c(F)cccc2Cl)c1C(=O)OCC(=O)NC1CC1
    21%, -1%, 9%, 10%, -1, 1, -3%
Cc1cccc(NC(=O)c2cnn3ccccc23)c1C
    -18%, 1%, 107%[activator], 135%[activator], 50*, 78*, 0%
CCSc1nc(NCCN(C)C)c2c3c(sc2n1)COC(C)(CC)C3 (stereo unspecified)
    -22%, 0%, 3.3µM*, 12µM*, 30*, -11, -4%
Cc1nn(C(=O)CNC(=O)c2ccccc2)c(C)c1C
    3%, -9%, 46%[activator], ?, 38*, 47, -5%
COc1cccc(NC(=O)CSc2nnc(-c3cc(-c4ccccn4)nc4ccccc34)o2)c1
    -4%&-30%, -3%, ?, 39%[activator], 5, 22, -1%
CCN(CC)C1CC(=O)N(c2cccc(C)c2)C1=O (stereo unspecified)
    -3%, -3%, 9%, ?, 1, -3, ·
CCNS(=O)(=O)c1cc(S(C)(=O)=O)ccc1Cl
    3%, -3%, 22%, ·, -3, 32, 0%
CCC(=O)Nc1nc(CC(=O)Nc2ccccc2)cs1
    8%, 4%, 1%, ?, -8, -12, 2%
Cc1cc(C)cc(C(=O)NCC(=O)N2CCN(C(c3ccccc3)c3ccccc3)CC2)c1
    -15%, 3%, 9%, 22%, -4, -4, -6%
CCOC1(NC(=O)c2ccccc2)C(C)=CC(=O)C=C1C
    16%, 3%, 37%[activator], 6%, -3, -8, ?
COc1ccc(/C=C/C(=O)c2c(O)c(OC)c3occc3c2OC)cc1
    ?, 4%, ?, 22%, 15*, 20, -3%
CC(C(=O)c1ccccc1)n1cnc2ccccc2c1=O (stereo unspecified)
    4%, -3%, 1%, ·, 5, -5, -1%
CNC(=O)c1oc(-c2ccc(Cl)cc2)nc1C
    -4%, -3%, 39%[activator], 24%, 12, 20, -2%
CCCCOc1cccc(C(=O)O)c1
    -3%, -2%, 7%, ?, 2, 4, -14%
COc1ccc(NC(=S)NCC2CCN(c3ccc(OC)cc3)C2)cc1 (stereo unspecified)
    ?, 4%, 12µM*, ?, 2, 10, -25%
COc1ccc(S(=O)(=O)N2CCOCC2)cc1NC(=O)c1ccccc1-c1ccc(C(F)(F)F)cc1
    -13%, -2%, ?, ?, 4, 14, -2%
O=C(Cc1ccccc1)Nc1nnc(-c2ccco2)s1
    ?, -3%, 35%[activator], ?, 34*, 135*, 0%
Cc1cc(N/N=C/c2ccccc2)nc(N)n1
    -5%, -14%, ?, -23%, 20*, 50*, 3%
O=C(CNC(=S)N(Cc1ccccc1)Cc1ccccc1F)NCCc1ccccc1
    ?, -1%, ?, ?, 0, -15, -3%
CCOC(=O)c1c(C)[nH]c(-c2csc(C)n2)c1C
    ?, -6%, 60%[activator], 83%[activator], 33*, 62*, -2%
CCc1ccc2c(c1)C(c1ccc(N3CCOCC3)cc1)=NNC(c1ccncc1)=N2
    -19%, -1%, ?, -6%, 1, -34, 4%
CN1CCc2c(sc3nc(NN)n(Cc4ccccc4)c(=O)c23)C1
    ?, -18%, 3.7µM*, 2.1µM*, 8, -3, -4%
CCS(=O)c1ccccc1C(=O)OCC(=O)Nc1cccc(S(=O)(=O)N2CCCCC2)c1 (stereo unspecified)
    10µM*, ·, -25%, ?, ·, ·, -7%
O=C(CCc1ccccc1)Nc1cccnc1Cl
    10%, -14%, 55%[activator], 70%[activator], 18*, 40, -2%
O=C(CSc1nc2ccccc2c(=O)n1Cc1ccco1)N1CCN(c2ccccc2)CC1
    ?, 4%, 29%, -4%, 14, 35, 0%
CC1(C)CC(O)CC(C)(C)N1CC(O)COCc1ccccc1 (stereo unspecified)
    2%, 0%, 53%[activator], 0%, -6, -7, 0%
Cc1ccc(C)c(N2CCN(C(=O)c3nn(C)c4c3CS(=O)(=O)c3ccccc3-4)CC2)c1
    ?, 9%, ?, 20%, -7, -3, -2%&1%
Nc1nc2ccc(Cc3ccncc3)cc2s1
    2%, -4%, 55%[activator], 94%[activator], 20*, 78*, -31%
CN(C)/C=N/c1ncn(-c2ncc(C(F)(F)F)cc2Cl)n1
    13%, -1%, 250%[activator], 445%[activator], 20, 50*, 2%
O=C(Nc1ccc([N+](=O)[O-])cc1Br)c1cc2ccccc2nc1Cl
    -8%, 3%, 0.19µM*, 0.33µM*, 2, -2, 2%
CCn1c(=O)c(C(=O)NCCCO)c(O)c2ccccc21
    ?, -2%, -20%, 15%, -2, -10, 2%
CCCN(Cc1nnc(-c2ccccc2Cl)o1)C(=O)c1cc2ccccc2o1
    ?, ·, 23%, 4%, ·, ·, 0%
Cc1cc(Cl)c(S(=O)(=O)Nc2cccc(O)c2)cc1OCC(N)=O
    -15%, 1%, 2%, 31%, 3, 8, -2%
CCOC(=O)N1CCC(NC(=O)c2cc(S(=O)(=O)NCCc3ccccc3)ccc2F)CC1
    -24%, 1%, ?, ?, -6, -13, 1%
CCOC(=O)c1cnc2c(OC)cccc2c1N1CCN(c2ccccc2OC)CC1
    ?, 1%, 7.4µM*, 12%, 1, -24, -13%
Cc1cc(C(=O)Nc2ccc(N3CCOCC3)c3nonc23)ccc1[N+](=O)[O-]
    -27%, -6%, -13%, 19%, -1, 29, 2%
COc1cc(NC(=O)Cn2nc(C(F)(F)F)c(Br)c2C)cc([N+](=O)[O-])c1
    -23%, 0%, ?, ?, -3, -5, -9%
CC(C)N(C)Cc1nnnn1CC(=O)N(C)Cc1cccc(Cl)c1
    -13%, 0%, -12%, ?, 1, -2, 0%
CC(=O)c1cccc(NC(=O)N2C3CCC2CC(O)(c2cccnc2)C3)c1 (stereo unspecified)
    22%, 0%, 10%, 30%, -2, 15, -2%
CCOC(=O)c1c(N)sc(C(=O)OCCOC)c1C
    ?, 0%, 93%[activator], 152%[activator], 35*, 59*, -4%
COc1ccc2c(CCNC(=O)CN3C(=O)c4ccccc4C3=O)c[nH]c2c1
    6%, 5%, -4%, 18%, -3, -4, -6%
O=C(O)c1cccc(S(=O)(=O)N2CCc3ccccc3C2)c1
    10%, 2%, 0%, -28%, 8, -11, 2%
COc1ccccc1CN1CC(C(=O)NCCN2CCNC2=O)CCC1=O (stereo unspecified)
    16%, -1%, 11%, 12%, -4, -3, 4%
CC1(C)Cc2c(C#N)c(SCc3ccccc3)nc(N3CCOCC3)c2CO1
    ?, -4%, ?, 70%[activator], -3, -13, -4%

A draw from above in order of number of heavy atoms, low to high.
Values in the order – HCV inh, LmPK inh, Pf growth 48h, Pf growth 96h, CHX counter, Shiga toxin inh, Tb PYK inh
Cc1cc(Cl)c(S(=O)(=O)Nc2cccc(O)c2)cc1OCC(N)=O
    -15%, 1%, 2%, 31%, 3, 8, -2%
COc1cc(NC(=O)Cn2nc(C(F)(F)F)c(Br)c2C)cc([N+](=O)[O-])c1
    -23%, 0%, ?, ?, -3, -5, -9%
CCOC(=O)c1cnc2c(OC)cccc2c1N1CCN(c2ccccc2OC)CC1
    ?, 1%, 7.4µM*, 12%, 1, -24, -13%

(listing goes on)
Values in the order – HCV inh, LmPK inh, Pf growth 48h, Pf growth 96h, CHX counter, Shiga toxin inh, Tb PYK inh
Cc1[nH]c2ccccc2c1C1C(c2ccccc2)=NN=C(C(C)C)N1O (stereo unspecified)
    -30%, 1%, ?, ?, 17, 24, -5%
CC1=CC(C)(C)N2C(=O)C3(NCCc4c3[nH]c3ccccc43)c3cccc1c32 (stereo unspecified)
    ?, 6%, ?, 219%[activator], 6, 12, 3%
CC(=O)Nc1cccc(C(=O)NC2CCCc3c2cnn3-c2cc(C)cc(C)c2)c1 (stereo unspecified)
    -7%, 7%, -8%, ?, 25*, 24, 1%
CC(C)CCc1c(O)nc(SCC(=O)N2CCCCCC2)[nH]c1=O
    ·, -7%, 13%, 2%, -5, -5, ·
COc1ccc(NS(=O)(=O)c2ccc(C)c(NC(=O)NC3CCCCC3)c2)cc1
    ?, -2%, -17%, ?, 8, 21, -2%
Cc1ccc(-c2csc(NC(=O)C3=COCCO3)n2)cc1
    ?, -1%, 131%[activator], 175%[activator], 42*, 51*, -12%
COc1cc(NC(=O)CN2C(=O)NC(c3ccccc3)(c3ccccc3)C2=O)c(C)cc1[N+](=O)[O-]
    ?, 0%, ?, ?, 1, -11, -4%
CC(=NCCc1ccccc1)C1=C(O)CCC1=O
    10%, -2%, ·, -26%, -1, -3, -5%
CCOC(=O)c1c(NC(=O)C2CCCO2)sc(C(N)=O)c1C (stereo unspecified)
    38%[activator], 2%, -3%, 2%, -2, -1, -5%
COc1ccccc1NC(=O)Cn1c(=O)oc2ccccc21
    12%, 3%, 11%, 14%, -4, -2, 0%
Cc1ccc(N=Nc2ccc(N)cc2C)c(S(N)(=O)=O)c1
    ?, 0%, -6%, -18%, 65*, 94*, 0%
CCCSc1cc(N)cc([N+](=O)[O-])c1
    -22%, 12%, 10%, ?, 1, -11, 0%
CCn1ccc(C(=O)NC2=C(C#N)CCC2)n1
    8%, 0%, 30%[activator], 43%[activator], 8, 21, 1%
NC(=O)c1ccc(NC(=O)COC(=O)CCCOc2ccccc2)cc1
    -29%, ·, 58%[activator], 15%, ·, ·, -3%
O=C(O)C1C(C(=O)O)C2(Cl)C(Cl)=C(Cl)C1(Cl)C2(Cl)Cl (stereo unspecified)
    0%, ·, 16%, 38%[activator], ·, ·, -4%
O=C(OCc1cc(=O)n2c(n1)sc1ccccc12)c1cccc(O)c1
    3%, -5%, 72%[activator], 32%[activator], 23*, 49*, -10%
CC(C)(C)c1cc(NS(=O)(=O)c2ccc3c(c2)OCCO3)on1
    2%, 0%, -21%, -24%, -3, 14, -9%
CCC(NC(=O)c1ccccc1NC(=O)c1ccccc1)C(=O)O (stereo unspecified)
    18%, -4%, -13%, -19%, 4, 20, 0%
CCOC(=O)CNc1nc(Oc2ccc(=O)n(C)n2)nc(N(CC)CC)n1
    4%, 1%, 0%, -21%, -2, 20, 3%&-1%
C[C@H](NC(=O)c1ccccc1)C(=O)N1CCC2(CC1)NCCc1[nH]cnc12
    9%, 0%, 11%, 24%, -1, 1, 0%
CCC(CC)NC(=O)c1oc2ccccc2c1COc1ccccc1
    ?, 2%, 6.6µM*, 4.1µM*, 8.4*, 25, -10%
CCOc1cc(C(=O)Nc2ccc(S(=O)(=O)N3CCOCC3)cc2)cc(OCC)c1OCC
    -3%, 0%, 23%, 1%, -2, 2, -9%
Cc1ccc(Cl)cc1N(C)C(=O)Cn1ncc2c([nH]c3ccccc32)c1=O
    -16%, 0%, ?, ?, 6, -2, -4%
CN(C)S(=O)(=O)c1cccc(NC(=O)c2ccc(COc3ccccc3)cc2)c1
    10µM*, -4%, ?, ?, 13, 17, -4%
CCN(CC)C(c1ccc(C)cc1)c1nnnn1C1CCCCC1 (stereo unspecified)
    35µM*, 1%, ?, -11%, -2, -5, 3%

Not a hit list; any-hit rate near 24%.
